STEP inh: blocks human striatal-enriched tyrosine phosphatase; 0.25% of 360,000 active; P54829; recombinant STEP, OMFP fluorogenic substrate, fluorescence; AID 588621; inhibition, % at 20 µM;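 active means inhibition at 20 µM, scaled per plate between control wells, above about 37%, limit read from the data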;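 further: 0% = DMSO with enzyme and substrate and 100% = substrate only without enzyme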
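Material: STEP (striatal-enriched tyrosine phosphatase) enzyme, cell-free; Compound dosing: 20 µM single dose in 1% DMSO; Technique: fluorescence read at 480 nm ex / 540 nm em; Times: reaction 20 min, ambient temperature; Medium: 50 mM Bis-Tris pH 6.0 with 2.5 mM DTT and 0.005% Tween 20; Also added: OMFP at 25 µM.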
MsrA inhibitor: inhibits bovine methionine sulfoxide reductase A. purified bovine MsrA, absorbance read-out. inhibition, % at 15.5 µM. 0.75% of 360,000 active; in the data active means inhibition above about 4.5%;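 further: 0% = vehicle wells with enzyme and 100% = reference inhibitor wells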
TbMetRS inhib: blocks T. brucei methionyl-tRNA synthetase activity; purified T. brucei MetRS, ATP depletion, Kinase-Glo luminescence; 0.4% of 360,000 active; inhibition, % at 11.9 µM;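 active means inhibition above a per-plate cutoff of the control wells' mean inhibition plus 3 SD, cut at about 5.5% in these data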;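 further: 0% = DMSO wells median and 100% = median of wells with control inhibitor compound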
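Dosing: 11.9 µM single point; system: parasite MetRS enzyme; technique: luminescence of leftover ATP; times: 15 min enzyme-compound preincubation, 2 h reaction, 10 min detection, 25 °C; replicates: each compound tested once; read-out basis: percent inhibition relative to median high and low control wells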
eLon inh: E. coli protease La inhibition. P0A9M0. purified E. coli Lon protease, fluorescence polarization. inhibition, % at 7.94 µM. 0.42% of 360,000 active; in the data active means inhibition above about 13%, passing the limit was not always enough;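 further: 0% = enzyme with probe and DMSO and 100% = no enzyme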
LMPTP inh: LMPTP (human) inhibition | AID 651560 | inhibition, % at 20 µM | recombinant LMPTP-A, OMFP fluorogenic substrate, fluorescence intensity | 0.22% of 360,000 active;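 active means compounds that cut the enzyme signal by at least half of the control window in the single-dose screen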;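 further: plate controls were DMSO wells with enzyme plus substrate for no effect and substrate without enzyme for full effect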
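Buffer or medium: Bis-Tris pH 6.0, DTT, detergent; Assay system: LMPTP-A enzyme; Quantity: 0.625 nM enzyme; Detection: endpoint fluorescence intensity; Times: 50 min dark incubation at room temperature; Controls: substrate-only low control, DMSO enzyme-plus-substrate high control; Doses: single 20 µM dose; Read-out: percent inhibition versus substrate-only and uninhibited controls; Reagent: 400 µM OMFP.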
NRP1-CendR mod: modulators of CendR peptide binding to human neuropilin-1 | O14786 | inhibition, % at 25 µM | FAM-RPARPAR peptide binding to NRP-1, fluorescence polarization | 0.85% of 360,000 active | AID 602438;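 active means inhibition or corrected inhibition above about 18%, plus a signal ratio from 0.5 to 1.5, limit read from the data, passing the limit was not always enough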; further: strong numbers were not always called active
Scp-1 inhibitor: Scp-1 (human) phosphatase inhibition; inhibition, % at 20 µM; AID 493091; 0.88% of 340,000 active; Recombinant Scp1, phosphopeptide, malachite green phosphate absorbance;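 active means inhibition above about 50% at 20 µM, limit read from the data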;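 further: plate controls were DMSO wells with enzyme for no effect and wells lacking enzyme for full effect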
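Incubation: 45 min enzyme reaction at room temperature / System: truncated SCP-1 phosphatase (76-261aa) / Reagent: Phospho 17-mer peptide substrate / Buffer or medium: Acidic Tris acetate buffer with magnesium and detergent / Signal: absorbance at 630 nm / Doses: one concentration, 20 µM, with 1.0% DMSO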
SUMO1 PPI mod: SUMO1-SIM interaction modulation | 0.33% of 360,000 active | inhibition, % at 20 µM | P63165 | AID 602429 | SUMO1 binding to a labelled peptide, TR-FRET, 1 h; in the data active means inhibition above about 37%
bovine MsrA act: activates bovine MsrA enzyme; purified bovine MsrA, absorbance read-out; activation, % at 10.6 µM; 0.3% of 360,000 active; AID 602163; in the data active means activation above about 7.5%;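 further: 0% = vehicle and 100% = reference activator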
DNMT1 block: blocks human DNA methyltransferase DNMT1; AID 588458; DNMT1 molecular beacon, Hinp1I cleavage, fluorescence; 0.83% of 360,000 active; inhibition (reported as % activation of signal), % at 10 µM; in the data active means inhibition above about 50%
Target sequence (P26358 504-1616 limits assumed): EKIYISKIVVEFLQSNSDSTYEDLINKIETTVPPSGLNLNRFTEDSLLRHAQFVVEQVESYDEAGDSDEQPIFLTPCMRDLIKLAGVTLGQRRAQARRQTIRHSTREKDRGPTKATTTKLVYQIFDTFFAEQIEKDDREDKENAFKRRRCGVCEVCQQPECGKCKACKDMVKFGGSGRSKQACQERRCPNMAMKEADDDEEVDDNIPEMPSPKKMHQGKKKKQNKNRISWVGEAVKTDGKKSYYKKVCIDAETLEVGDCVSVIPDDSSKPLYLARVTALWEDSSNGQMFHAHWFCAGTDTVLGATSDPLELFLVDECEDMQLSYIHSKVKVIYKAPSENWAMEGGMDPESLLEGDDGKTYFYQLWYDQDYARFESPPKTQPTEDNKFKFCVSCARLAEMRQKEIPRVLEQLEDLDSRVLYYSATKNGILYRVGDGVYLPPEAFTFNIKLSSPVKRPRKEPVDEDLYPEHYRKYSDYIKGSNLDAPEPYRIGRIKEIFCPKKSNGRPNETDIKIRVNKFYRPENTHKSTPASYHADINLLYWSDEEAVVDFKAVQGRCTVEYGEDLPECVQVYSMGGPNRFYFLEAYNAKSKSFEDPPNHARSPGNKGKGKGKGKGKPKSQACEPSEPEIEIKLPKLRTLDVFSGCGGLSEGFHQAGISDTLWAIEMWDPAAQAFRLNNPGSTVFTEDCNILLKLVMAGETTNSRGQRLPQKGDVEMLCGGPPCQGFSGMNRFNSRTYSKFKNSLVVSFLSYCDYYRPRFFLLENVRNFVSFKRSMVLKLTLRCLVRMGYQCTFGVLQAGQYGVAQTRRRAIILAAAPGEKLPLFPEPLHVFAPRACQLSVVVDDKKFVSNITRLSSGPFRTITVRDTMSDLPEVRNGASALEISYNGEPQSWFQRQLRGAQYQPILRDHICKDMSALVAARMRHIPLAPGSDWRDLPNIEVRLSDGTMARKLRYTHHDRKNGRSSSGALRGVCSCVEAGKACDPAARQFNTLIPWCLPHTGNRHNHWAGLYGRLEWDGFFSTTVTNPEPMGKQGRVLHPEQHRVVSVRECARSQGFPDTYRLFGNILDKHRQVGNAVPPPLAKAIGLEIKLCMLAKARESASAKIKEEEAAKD
Active calls of the source: *; x = no result given.

| canonical_smiles | STEP inh | MsrA inhibitor | TbMetRS inhib | eLon inh | LMPTP inh | NRP1-CendR mod | Scp-1 inhibitor | SUMO1 PPI mod | bovine MsrA act | DNMT1 block |
| --- | --- | --- | --- | --- | --- | --- | --- | --- | --- | --- |
| CC(=O)C1=C(C)NC(=O)NC1c1ccccc1 (stereo not drawn) | -8 | 1.3 | 0.1 | 0 | -0.1 | 5 | -10 | 1 | -4 | 5 |
| CC(=O)Nc1nonc1NC(=O)COc1ccccc1 | -6 | -0.7 | -0.7 | -2 | -1.1 | -7 | 2 | 1 | -2 | -2 |
| O=C(c1ccc(S(=O)(=O)Nc2ccccc2F)cc1)N1CCN(c2ccccc2O)CC1 | 2 | 1.0 | -0.6 | -7 | 1.3 | -1 | -6 | 2 | -2 | -3 |
| Cc1cccc(NC(=O)Cc2coc3ccc4ccccc4c23)n1 | -1 | -0.1 | -0.9 | -6 | -0.1 | -8 | -1 | 1 | -7 | 0 |
| CCc1nnc(NS(=O)(=O)c2ccc(NC(=S)NC(=O)c3ccc(Br)cc3)cc2)s1 | -5 | 1.3 | -0.4 | -2 | -0.5 | -47 | -11 | 5 | -7 | -4 |
| Cc1cccc(C(=O)NC(=S)NNC(=O)c2ccccc2Cl)c1 | 2 | -0.3 | 1.0 | -2 | 0.5 | 1 | -10 | 4 | 2 | 0 |
| COc1ccccc1N1CC(C(=O)Nc2nnc(SCc3cccnc3)s2)CC1=O (stereo not drawn) | 0 | -0.4 | -0.5 | 0 | -0.4 | 0 | 4 | 2 | -7 | -1 |
| Cc1cc(NC(=O)CCC2CCCCC2)no1 | -1 | -0.4 | -2.5 | 11 | 0.3 | 5 | 11 | -4 | -11 | 6 |
| Brc1ccc(CSc2nnc(-c3ccccn3)n2Cc2ccco2)cc1 | 4 | 0.9 | -0.1 | 3 | 3.4 | 3 | 3 | 0 | -2 | -8 |
| Cn1ncc(C#N)c1/N=C/N(Cc1ccccc1)Cc1ccccc1 | 1 | 1.2 | -1.5 | -3 | 2.1 | -16 | 73* | 2 | -12 | -2 |
| CC(OC(=O)C1CCC1)C(=O)Nc1cc(Cl)cc(Cl)c1 (stereo not drawn) | -2 | 0.9 | -0.3 | 3 | 0.9 | -15 | -4 | 7 | -3 | 1 |
| CCOc1ccc(NC(=O)COC(=O)c2ccc3c(c2)OCCO3)cc1 | -1 | -0.1 | -0.2 | -25 | -1.3 | 9 | -6 | -9 | -4 | 3 |
| Cc1cc(=O)n2nc(N3CCCC(C(=O)NCCC4=CCCCC4)C3)sc2n1 (stereo not drawn) | -6 | 0.2 | -0.4 | -2 | -4.4 | -10 | 0 | -2 | 3 | 0 |
| COC[C@H]1CCCN1[C@@H]1CS(=O)(=O)N[C@H]1COCc1ccccc1 | -2 | 1.1 | -1.3 | -3 | -1.3 | 12 | x | -2 | -5 | 2 |
| COc1ccc(CCC(=O)N2CCCC(Nc3ccc(C)c(C)c3)C2)cc1OC (stereo not drawn) | 2 | -1.1 | -0.1 | -6 | 0.3 | 5 | -6 | 8 | 3 | -3 |
| O=S1(=O)CCOC[C@H](CC2CCCCC2)N1Cc1ccc(Cl)cc1 | 0 | -1.2 | -0.5 | -8 | 1.1 | 6 | -5 | 5 | -10 | 7 |
| Cc1c(C(=O)O)oc2c1ccc1ccccc12 | -2 | -0.7 | 0.3 | 0 | -0.2 | -5 | -5 | 13 | -4 | -1 |
| CC(C)(C)c1ccc(OCCCC(=O)NNC(=O)c2ccccc2O)cc1 | -2 | -1.3 | -0.3 | -9 | 1.1 | 9 | -3 | 5 | 3 | 1 |
| N#CCCn1cc(/C=C(\C#N)c2nc3ccccc3s2)c(-c2ccc(F)cc2)n1 | 0 | 0.0 | -0.1 | -18 | 1.8 | -6 | -11 | -15 | 0 | -7 |
| O=C(Nc1ccc(Cl)c([N+](=O)[O-])c1)c1ccncc1 | -2 | 0.4 | 1.7 | 13 | -1.4 | -1 | -10 | -26 | -5 | 1 |

Brought forward from above: 4 compounds; new compounds follow.
| canonical_smiles | STEP inh | MsrA inhibitor | TbMetRS inhib | eLon inh | LMPTP inh | NRP1-CendR mod | Scp-1 inhibitor | SUMO1 PPI mod | bovine MsrA act | DNMT1 block |
| --- | --- | --- | --- | --- | --- | --- | --- | --- | --- | --- |
| Cc1c(C(=O)O)oc2c1ccc1ccccc12 | -2 | -0.7 | 0.3 | 0 | -0.2 | -5 | -5 | 13 | -4 | -1 |
| CC(C)(C)c1ccc(OCCCC(=O)NNC(=O)c2ccccc2O)cc1 | -2 | -1.3 | -0.3 | -9 | 1.1 | 9 | -3 | 5 | 3 | 1 |
| N#CCCn1cc(/C=C(\C#N)c2nc3ccccc3s2)c(-c2ccc(F)cc2)n1 | 0 | 0.0 | -0.1 | -18 | 1.8 | -6 | -11 | -15 | 0 | -7 |
| O=C(Nc1ccc(Cl)c([N+](=O)[O-])c1)c1ccncc1 | -2 | 0.4 | 1.7 | 13 | -1.4 | -1 | -10 | -26 | -5 | 1 |
| COc1ccc(NC(=O)[C@H](C)NC(=O)C2CCN(S(=O)(=O)c3ccc(C)cc3)CC2)cc1 | -2 | 0.0 | 0.1 | 0 | 0.2 | -3 | 0 | 3 | -1 | -2 |
| CSc1nc(NCC(C)O)c2c3c(sc2n1)CN(C)CC3 (stereo not drawn) | 1 | 0.2 | -0.5 | -2 | 0.7 | -16 | 14 | 1 | 3 | -1 |
| Cc1ccc(S(=O)(=O)NNc2ccccc2)c(C)c1 | -2 | -0.2 | 0.8 | 2 | -1.7 | -4 | 6 | -1 | -4 | 1 |
| CCOc1ccccc1C(=O)N/N=C/c1cccc2cccnc12 | 3 | 3.4 | -0.8 | 10 | -1.4 | 3 | -8 | -2 | -6 | 0 |
| CC1CCc2sc(NC(=S)NC(=O)c3ccccc3)c(C#N)c2C1 (stereo not drawn) | 2 | -1.4 | 0.1 | -1 | 23 | -5 | -7 | 11 | -1 | -18 |
| COc1ccc(C(=O)NCc2ccc3[nH]c(C)cc3c2)cc1OC | 1 | 0.3 | 0.2 | 6 | 0.9 | -8 | -3 | -16 | -2 | -12 |
| O=C(C1=NN[C@@H]2C(=O)N(c3cccc(C(F)(F)F)c3)C(=O)[C@H]12)c1cnccn1 | 0 | 1.3 | -0.1 | -6 | -0.9 | 14 | -3 | -2 | -2 | -2 |
| O=C(CSc1n[nH]c(-c2ccccc2)n1)Nc1ccc(Br)cn1 | -1 | 0.3 | 0.1 | 12 | -1.3 | 9 | -2 | -1 | 3 | -2 |
| O=C(COc1ccc([N+](=O)[O-])cc1Cl)N(C1CCCCC1)C1CCS(=O)(=O)C1 (stereo not drawn) | -1 | 1.6 | -0.4 | -6 | 0.3 | 2 | 7 | -28 | -3 | 0 |
| Cc1noc(C)c1CSc1nnc(-c2ccncc2)n1-c1cccc(Cl)c1C | 1 | -0.4 | 0.3 | 4 | 0.1 | -6 | -2 | 5 | -1 | 1 |
| COC(=O)n1c(=O)oc2ccc(S(=O)(=O)N3CCCCC3)cc21 | -4 | 1.9 | -0.1 | 0 | -1.0 | 13 | -4 | -1 | -2 | 1 |
| COc1ccc(C(=O)NCc2ccncc2)cc1S(=O)(=O)N1CCOCC1 | 1 | -1.0 | -0.3 | -11 | -1.2 | 5 | 30 | -2 | -2 | 5 |
| Cc1ccc(CN2[C@@H](CC(C)C)COCCS2(=O)=O)cc1 | -4 | 0.3 | -0.6 | 1 | -0.6 | 9 | -6 | -2 | -10 | 2 |
| CC(C)CNC(=S)NC(=O)c1ccccc1Cl | -1 | 0.1 | -0.2 | 10 | 0.2 | -5 | -10 | -1 | 0 | 0 |
| CN(C)CCNC(=O)CN1C(=O)COc2ccc(C(C)(C)C)cc21 | 1 | 0.3 | -0.1 | -4 | -1.8 | -1 | 0 | 4 | -1 | 0 |
| COc1ccc(C(=O)Nc2ccc(NC(=O)C3CCCCC3)nc2)cc1 | -1 | -1.0 | 0.4 | -2 | -2.5 | -12 | -5 | -2 | -3 | 6 |
| O=c1c2ccccc2nc(-c2ccc(Cl)cc2Cl)n1O | -3 | -1.0 | -1.3 | 1 | -1.6 | -2 | 3 | -3 | -8 | 1 |
| O=C(CSc1nnc(Cc2ccccc2)o1)Nc1ccc(N2CCOCC2)cc1 | 1 | 0.2 | -0.2 | -2 | -0.5 | -4 | -5 | -2 | -1 | -1 |
| O=C(NCc1csc(-c2ccccc2)n1)c1ccco1 | -4 | 0.5 | -1.0 | -1 | -2.1 | -18 | 1 | -7 | -6 | -1 |
| COc1ccc(CNC(=O)Cn2cc([N+](=O)[O-])nc2C)cc1 | -1 | 0.6 | 0.8 | 6 | -2.5 | -2 | -2 | -6 | -1 | 3 |
| CCOC1=NN(c2ccccc2)C(=O)/C1=C\N(C)C | 2 | 2.3 | -0.6 | 1 | 0.3 | -11 | -1 | 1 | -9 | -3 |
| CCC(CC)NCCOC(=O)c1ccc([N+](=O)[O-])cc1 | 1 | 0.6 | -0.1 | 1 | -1.1 | -8 | 5 | -35 | -2 | 0 |
| OC1CCN(C(=S)Nc2ccc(Oc3ccccc3)cc2)CC1 | 4 | 0.2 | -1.9 | 2 | -0.3 | -8 | 11 | 5 | -13 | 0 |
| COc1cc(C2=NC(CO)(CO)CO2)cc(OC)c1OC | 0 | 1.4 | -0.3 | 12 | 0.7 | 6 | 1 | 0 | 2 | 0 |
| O=C(NCc1nc2ccccc2[nH]1)c1c(F)c(F)c(F)c(F)c1F | -4 | -0.8 | 1.1 | -2 | -0.2 | 4 | -5 | -1 | -8 | 3 |
| COCCn1c(N)c(C(=O)Nc2sc3c(c2C(=O)OC)CCCC3)c2nc3ccccc3nc21 | -3 | 0.7 | -0.8 | -24 | 0.2 | -18 | -8 | 2 | 0 | -15 |
| O=C(COc1ccccc1)NNc1nc2c(F)cc(F)cc2s1 | -1 | 0.2 | -0.5 | 4 | -0.3 | -2 | -4 | 3 | 0 | 1 |
| Cc1cccc(CN2CCC(CNC(=O)Cn3ncc4c([nH]c5ccccc54)c3=O)CC2)c1 | -3 | 1.6 | 0.0 | 3 | 3.2 | -9 | -6 | 0 | -2 | -7 |
| CCOC(=O)C1CCN(C(=O)c2c(-c3ccccc3)noc2C)CC1 | -1 | -1.0 | -1.0 | 5 | -1.0 | 2 | 4 | -3 | -13 | -4 |
| O=C(NC(Cc1ccccc1)C(=O)N1CCN(S(=O)(=O)c2ccccc2F)CC1)c1ccccc1 (stereo not drawn) | -1 | -0.6 | -0.4 | -36 | -0.5 | -2 | -8 | 3 | -4 | 1 |
| CC(=O)NC(c1ccc(F)c(F)c1)c1nc(-c2ccc(C)c(C)c2)cs1 (stereo not drawn) | -7 | -0.1 | -0.2 | -17 | -2.8 | -4 | x | -5 | -3 | 15 |
| CN1CCN(C(=S)Nc2ccc(Cl)cc2)CC1 | -2 | 0.7 | -0.2 | -1 | -2.7 | -4 | -4 | -1 | -1 | -1 |
| COc1cc(OC)cc(-c2c(C#Cc3ccsc3)c3cc(-c4cccc5[nH]cc(C=O)c45)ccc3n2C)c1 | -3 | 4.9* | -0.3 | -20 | 4.1 | -36 | 15 | 7 | -11 | -9 |

From PubChem BioAssay
